Epigenetic derep – derepresses silenced GFP reporter in murine cells | 280,000 compounds, 0.2% hits | murine LDR cells, GFP reporter derepression, 30 h | Potency, µM (top dose mostly 53.9 µM), for the others: top-dose GFP activation, usual class: activators; note: potency is the fitted concentration of half-maximal effect; % of control where 0% means no effect; nearly all actives have a fitted effect of over 60% in size
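Derepression of a silenced CMV-GFP reporter in murine LDR cells is scored by enumerating GFP-positive cells with a laser-scanning microplate cytometer after 30 hours of treatment at 37 C.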
Tau fibril FP – blocks human tau fibril formation measured by polarization; K18 P301L tau heparin fibrillization, Alexa594 FP, 6 h; P10636; AID 1468; 280,000 compounds, 0.39% hits; Potency, µM (highest dose often 57.7 µM), without a hit: top-dose activity, negative = inhibition, actives largely listed as inhibitors; note: potency is the fitted concentration of half-maximal effect; % is set by controls: 0 for no effect and ±100 for the full control effect; nearly all actives have a fitted effect of over 55% in size
Target sequence (P10636 561-689 P618L limits assumed): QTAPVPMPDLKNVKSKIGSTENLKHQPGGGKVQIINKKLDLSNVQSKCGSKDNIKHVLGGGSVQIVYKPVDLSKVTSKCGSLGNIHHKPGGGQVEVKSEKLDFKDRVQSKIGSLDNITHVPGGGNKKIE
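Steps: dispense K18 P301L tau (15 uM plus 0.24 uM Alexa 594 tracer, final) in pH 7 sodium acetate; add compound; add heparin (20 uM final); incubate 6 hr, 37 C; add ThT (30 uM final); after 1 hr ambient, read FP.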
aGal spleen mod – alpha-galactosidase A (human) modulation; 240,000 compounds, 0.008% hits; human spleen homogenate, 4MU-alpha-Gal fluorescence, 40 min; Potency, µM (top dose mostly 80 µM), for inactives: top-dose activity change, negative = inhibition, actives largely listed as inhibitors;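 note: potency is the fitted concentration of half-maximal effect; 0% = enzyme with vehicle and -100% = no enzyme basal signal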
Target sequence (P06280 32-429 limits assumed): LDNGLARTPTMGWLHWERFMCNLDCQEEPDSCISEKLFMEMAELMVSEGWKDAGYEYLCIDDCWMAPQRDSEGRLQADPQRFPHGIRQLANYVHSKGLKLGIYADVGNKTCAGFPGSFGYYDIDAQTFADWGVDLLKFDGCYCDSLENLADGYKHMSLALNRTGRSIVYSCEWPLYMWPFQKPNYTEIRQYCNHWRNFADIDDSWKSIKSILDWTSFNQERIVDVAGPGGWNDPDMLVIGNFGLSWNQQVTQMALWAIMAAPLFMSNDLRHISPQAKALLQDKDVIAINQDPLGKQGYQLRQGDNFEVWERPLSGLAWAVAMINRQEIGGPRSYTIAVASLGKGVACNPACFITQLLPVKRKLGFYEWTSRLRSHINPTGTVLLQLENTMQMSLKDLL
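Human spleen homogenate (1 ug) as enzyme source, 4-methylumbelliferyl-alpha-D-galactopyranoside 1 mM final, citrate/phosphate pH 5.0 with 0.01% Tween-20. Compounds 40 min at 37C, NaOH/glycine stop; fluorescence Ex 365/Em 440, Hill-fit AC50.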
CBFb-RUNX1 inh – blocks binding between human CBF-beta and RUNX1; Q01196+Q13951; AlphaScreen CBFb-His/RUNX1-biotin binding, biochemical; Potency, µM (series often up to 59.8 µM), for the others: top-dose activity, negative = inhibition, usual class: inhibitors; 230,000 tested, under 10 active; note: % of control where 0% means no effect
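CBFb-His/RUNX1-biotin, 30 nM each, preincubated 20 min RT; compound 15 min RT; Ni + streptavidin beads 50 ng each, 90 min RT; AlphaScreen read.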
NPSR antag – blocks cAMP signaling of the human neuropeptide S receptor; CHO-NPSR cells, cAMP TR-FRET, antagonist mode; Potency, µM (doses to about 38.3 µM), inactives show at the highest dose activity change, negative = inhibition, most hits filed as inhibitors; 220,000 compounds, 1% hits; AID 1461; note: potency is the fitted concentration of half-maximal effect; % is set by controls: 0 for no effect and ±100 for the full control effect; nearly all actives have a fitted effect of over 50% in size; many of its hits are not listed in these tables
Target sequence (Q6W5P4 whole entry, looked up): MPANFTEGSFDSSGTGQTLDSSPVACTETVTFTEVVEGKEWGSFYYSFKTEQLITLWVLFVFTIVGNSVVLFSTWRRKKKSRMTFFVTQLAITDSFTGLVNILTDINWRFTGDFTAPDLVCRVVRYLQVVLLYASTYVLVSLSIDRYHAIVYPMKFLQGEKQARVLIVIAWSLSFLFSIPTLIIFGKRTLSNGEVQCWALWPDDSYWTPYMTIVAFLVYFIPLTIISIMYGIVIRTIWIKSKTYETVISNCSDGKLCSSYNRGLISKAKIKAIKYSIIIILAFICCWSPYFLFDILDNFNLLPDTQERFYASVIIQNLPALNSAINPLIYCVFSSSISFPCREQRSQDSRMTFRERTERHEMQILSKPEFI
TRb-SRC2 inh – disrupts binding of human TR beta to SRC2; P10828; TRbeta-SRC2 peptide binding, fluorescence polarization; receptor liganded with 1 µM T3; Potency, µM (top dose mostly 106 µM), for the others: top-dose activity change, negative = inhibition, hits mostly inhibitors; 280,000 compounds, 0.065% hits; AID 1469;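 note: potency is the fitted concentration of half-maximal effect; plate controls were bound peptide for no effect and peptide without receptor for full effect; nearly all actives have a fitted effect of over 50% in size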
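Fluorescence polarization of 20 nM Texas Red SRC2 peptide (20-aa NR interaction domain) bound to 0.6 uM human TRb ligand-binding domain, with 1 uM T3, after 5 hr at ambient temperature; inhibition seen as decreased polarization.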
TexasRed fluor – alters Texas Red total fluorescence, flagging assay interference | 280,000 compounds, 0.29% hits | TRb/SRC2 Texas Red total fluorescence interference | Potency, µM (series often up to 106 µM), without a hit: at the highest dose fluorescence change, negative = quenching; active = well fitted curve in either direction with a large enough effect; inconclusive = small, poorly fitted or top-dose-only effect; note: potency is the fitted concentration of half-maximal effect; % is set by controls: 0 for no effect and ±100 for the full control effect
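Flags fluorescent or light-absorbing compounds by total fluorescence, S + 2P, at 555 nm excitation and 632 nm emission. Mixture: 20 nM Texas Red SRC2 peptide, 0.6 uM human TRb LBD, 1 uM T3, 5% DMSO; compound exposure 5 h at ambient temperature.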
Tau fluor counter – counter-screen for tau fibril formation inhibitors; tau K18 P301L (four-repeat tau fragment) Alexa594 fluorescence, heparin fibrillization; Potency, µM (top dose mostly 57.7 µM), for the others: top-dose activity change, negative = decrease; 280,000 compounds, 0.93% hits; note: potency is the fitted concentration of half-maximal effect; % is set by controls: 0 for no effect and ±100 for the full control effect; nearly all actives have a fitted effect of over 55% in size
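Human K18 P301L tau (15 uM unlabeled plus 0.24 uM Alexa 594-labeled, final) in 100 mM sodium acetate pH 7 was mixed with compound and 20 uM heparin and incubated 6 hr at 37 C.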
* marks the source's active call; other numbers are inactive results; ? = inconclusive; / = not tested or not shown; & = joins results of further samples; [ ] = remark or other dose. Unless noted, calls come from the whole dose curve; as a rule, active = well fitted curve in the direction sought with a large enough effect; inconclusive = small, poorly fitted or top-dose-only effect, or another doubt; inactive = no such curve, though single readings can be large; an effect the other way counts as inactive or inconclusive. A portion of the library, so the mix of outcomes need not match the whole.

Results follow in this order: TRb-SRC2 inh | NPSR antag | TexasRed fluor | CBFb-RUNX1 inh | aGal spleen mod | Tau fluor counter | Tau fibril FP | Epigenetic derep
COc1ccccc1-c1noc(CSc2nc(N)cc(=O)[nH]2)n1
    -4% | -6% | 1% | 1% | 1% | -2% | 9% | -1.6%
O=C(O)c1nc(N2CCCC2)ncc1Cl
    9% | -15%[46.1 µM] | 3% | 3% | -8% | -8% | 5% | 6.4%
Cc1ccsc1C1CC(=O)OC2=C1C(=O)CC(C)(C)C2 (stereo not given)
    2% | 11% | -2% | -7% | -2% | -3% | 0% | -2.2%
O=C(O)c1nccnc1C(=O)NCc1csc2ccc(Cl)cc12
    -10% | 10% | -1% | 9% | 3% | -2% | 3% | -1.1%
CCn1c(SCC(=O)Nc2ccccc2C(=O)OC)nnc1-c1cccc(C)c1
    -15% | -11%[46.1 µM] | 3% | 8% | 4% | -4% | 5% | 6.9%
Cc1ccc(/C=C2\Oc3cc(OC(=O)N4CCOCC4)ccc3C2=O)cc1
    -11% | 14% | -1% | -1% | 2% | -13% | -6% | -0.1%
Cc1ccc2cccc(NC(=O)c3ccc(OC(C)C)cc3)c2n1
    0% | / | -7% | / | / | 6% | -1% | -2.4%
Cc1cc(N(CN2CCCC2=O)C(=O)c2ccc(F)cc2)no1
    -14% | -1%[46.1 µM] | 0% | 5% | 2% | 0% | -4% | -0.9%
CCCCc1ccc(NC(=O)c2ccc3c(c2)CCN3S(=O)(=O)c2ccccc2)cc1
    -6% | / | 0% | / | / | -21% | ? | -5.1%
CCN(C(=O)c1cc2ccccc2oc1=O)c1cccc(C)c1
    1% | -12%[46.1 µM] | -2% | -16% | 16% | -1% | -3% | 1.6%
COc1cc2[nH]c(=S)n(CCCN3CCOCC3)c(=O)c2cc1OC
    2% | -23%[46.1 µM] | -2% | 5% | 8% | 0% | -10% | -1.1%
Cc1cccc(OCCNC(=S)NC(=O)c2cccnc2)c1
    9% | 3% | 4% | 10% | -12% | -4% | -7% | 0.9%
COc1ccc(NC(=O)c2ccc(-c3ccc(OC)cc3)s2)cc1
    1% | 6% | -1% | -15% | 4% | -14% | -13% | -2.6%
COc1cc(/C=C2/N=C(C3CCCCC3)OC2=O)cc(OC)c1OC
    -4% | ? | 4% | 2% | 8% | -7% | -13% | -1.0%
CCCCNc1c([N+](=O)[O-])cc(C(=O)O)cc1[N+](=O)[O-]
    7% | -16% | 0% | 4% | -2% | -6% | 4% | -1.9%
COc1ccc(C(=O)C[n+]2ccc3c(c2)nc(-c2ccccc2)n3C)cc1
    3% | 26% | 0% | 10% | 9% | -2% | 10% | 1.0%
COc1ccc(CNC(=O)CN2C(=O)COc3ccc(S(=O)(=O)Nc4ccccc4)cc32)cc1
    -7% | / | -1% | / | / | ? | 4% | -1.0%
COc1cccc(NC(=O)COC(=O)c2cc(S(=O)(=O)N3CCOCC3)ccc2C)c1
    -24% | -11%[46.1 µM] | 0% | 2% | -2% | -24% | 3% | -3.0%
COc1ccc(OC)c(NC(=O)c2cc3cc4ccc(C)cc4nc3s2)c1
    -11% | / | 0% | / | / | -13% | -6% | -0.1%
COc1nc(NCC(C)C)nc(Oc2ccc(=O)n(-c3ccccc3)n2)n1
    2% | -5%[46.1 µM] | 3% | 1% | -3% | -8% | 0% | 0.8%
CSC(=O)NC12CC3CC(CC(C)(C3)C1)C2
    6% | 6%[46.1 µM] | 0% | 5% | 11% | 3% | 0% | 4.2%
O=C(N/N=C1\CCCc2ccccc21)c1cccc(Br)c1
    -2% | -11% | 0% | 3% | -3% | -12% | 7% | 2.5%
CCOc1ccccc1CNc1ccc(N2CCOCC2)c(C(=O)O)c1
    -12% | -6%[46.1 µM] | 2% | 1% | 1% | -2% | -9% | -6.8%
COC(=O)C(=Cc1ccc(-c2ccsc2C(=O)OC)o1)C(=O)OC
    11% | ? | 0% | 1% | -3% | -5% | 7% | 2.0%
CC1CCN(S(=O)(=O)c2ccc(C(=O)NNC(=O)C3CC3)cc2)CC1
    -1% | -11% | -2% | 6% | 4% | 1% | 4% | -6.8%
CSc1nnc(-c2ccncc2)n1CCCN1CCCC1=O
    3% | -8%[46.1 µM] | -3% | 3% | -5% | 2% | 2% | -1.5%
Cc1cccc2cc3c(nc12)SC(=NCC1CCCO1)N(Cc1ccco1)C3 (stereo not given)
    0% | 10µM* | -4% | -14% | -8% | -25% | 5% | -0.1%
COc1ccc(NC(=O)Nc2sc3nc4n(c(=O)c3c2C)CCC(C)CC4)cc1OC (stereo not given)
    5% | / | 4% | / | / | 8.9µM*[quencher] | ? | 1.1%
CCc1ccc(NC(=O)c2oc3c(c2C)-c2[nH]ncc2CC3)cc1
    -7% | / | 1% | / | / | -16% | 13% | -3.5%
CC(C)C[C@H](NC(=O)c1ccc(NCc2cnc[nH]2)cc1-c1cccc2ccccc12)C(=O)O
    -3% | / | 3% | 4% | -12% | / | / | /
c1ccc(C2=Nc3ccccc3OC2)cc1
    -9% | 13%[46.1 µM] | -3% | 1% | 5% | -17% | -4% | 5.1%
CCOc1ccc(NC(=O)c2ccc(NC(=O)c3cn4c5c(c(N6CCN(C)CC6)c(F)cc5c3=O)OCC4C)cc2)cc1 (stereo not given)
    0% | 1% | -1% | 1% | -4% | -2% | -1% | -0.2%
COCCNC(=O)c1ccc2c(=O)n(CCOC)c(SCC(=O)c3c[nH]c4ccccc34)nc2c1
    4% | / | 0% | / | / | -23% | -2% | ?
CCCSCC(=O)Nc1ncc2c(n1)-c1ccccc1CC2
    -2% | -1% | 1% | -8% | 1% | -6% | -8% | -0.3%
CCCC(=O)Nc1ccc2nc(SCC(=O)Nc3nccs3)sc2c1
    2% | -1%[46.1 µM] | -1% | -1% | -7% | -11% | -6% | -2.2%
O=C1C=C(NCc2ccc3c(c2)OCO3)CC(c2ccccc2)C1 (stereo not given)
    -1% | 6% | -1% | -5% | -4% | -3% | -6% | 0.1%
Cc1nn(-c2cc(C(F)(F)F)ccc2Cl)c2nc(C(F)(F)F)[nH]c(=O)c12
    -2% | 6% | -2% | -1% | 6% | 2% | -5% | 2.5%
Cc1ccccc1NC(=O)Cc1nnc(SCc2ccc(Cl)c(Cl)c2)n1C
    8% | -9%[46.1 µM] | 1% | 4% | 4% | -11% | 2% | -0.9%
COc1cc(NS(=O)(=O)c2ccc(NC(=O)C3CCCO3)cc2)nc(OC)n1 (stereo not given)
    -17% | -12%[46.1 µM] | 2% | 1% | -6% | 5% | -4% | 0.0%
CCN(/N=C/c1ccc(Cl)cc1)c1cc(=O)n(C)c(=O)[nH]1
    -18% | 21% | 0% | 2% | 29% | 0% | 0% | -1.0%
O=C(N/N=C/c1ccc2c(c1)OCO2)c1ccc(Cn2cc([N+](=O)[O-])cn2)o1
    -7% | -4% | -4% | -2% | -1% | -8% | 1% | 0.3%
[O-]/C(=C(\C(=S)Nc1ccc(SC(F)F)cc1)[n+]1ccccc1)c1cc(Cl)ccc1Cl
    -4% | -34% | -1% | ? | 1% | -20% | -5% | 3.9%
CCN(CC)C(=O)CN(C#N)c1nc(NC(C)C)nc(NC(C)C)n1
    6% | 2%[46.1 µM] | -6% | 1% | -3% | -3% | -6% | 4.2%
Cc1cc(C)cc(OC(C)c2ccnc3nc(/N=C/N(C)C)nn23)c1 (stereo not given)
    -2% | -14%[46.1 µM] | 0% | 8% | -9% | -6% | 1% | -1.0%
Brc1cccc(-c2nnc3sc(CN4CCCCC4)cn23)c1
    -2% | 2%[46.1 µM] | 3% | 0% | 10% | -4% | 0% | -0.9%
COc1ccc(NC(=O)CN(Cc2ccccc2)S(C)(=O)=O)cc1OC
    2% | 6% | -3% | 12% | 2% | 7% | 10% | 0.9%
C/C(=N\NC(=O)c1cc2ccccc2cc1O)c1cc2ccccc2o1
    ? | 26%[7.67 µM] | 40µM*[quencher] | -1% | -5% | ? | 6% | -1.4%
CCc1nc(CN2CCN(Cc3ccc(F)c(F)c3)C(CCO)C2)c(C)[nH]1 (stereo not given)
    -3% | -13% | 1% | 2% | -1% | -5% | -2% | 1.2%
CCCC(=O)N1CCN(c2ccc(C(=O)c3ccc(OC)c(Br)c3)cc2F)CC1
    3% | 11%[7.67 µM] | 2% | -1% | 4% | -13% | 1% | 1.6%
NC(=O)c1ccccc1
    0%&4%&-2% | 5%[46.1 µM] | 0%&-2%&1% | -10% | 9%&6%&-5% | -4%&10% | ? | 3.7%&-0.7%

Shown as labelled records: entries from further up.
CCN(CC)C(=O)CN(C#N)c1nc(NC(C)C)nc(NC(C)C)n1
  TRb-SRC2 inh = 6% | NPSR antag = 2%[46.1 µM] | TexasRed fluor = -6% | CBFb-RUNX1 inh = 1% | aGal spleen mod = -3% | Tau fluor counter = -3% | Tau fibril FP = -6% | Epigenetic derep = 4.2%

Cc1cc(C)cc(OC(C)c2ccnc3nc(/N=C/N(C)C)nn23)c1 (stereo not given)
  TRb-SRC2 inh = -2% | NPSR antag = -14%[46.1 µM] | TexasRed fluor = 0% | CBFb-RUNX1 inh = 8% | aGal spleen mod = -9% | Tau fluor counter = -6% | Tau fibril FP = 1% | Epigenetic derep = -1.0%

Next part.
Results follow in this order: TRb-SRC2 inh | NPSR antag | TexasRed fluor | CBFb-RUNX1 inh | aGal spleen mod | Tau fluor counter | Tau fibril FP | Epigenetic derep
Cc1ccc(NC(=O)c2c(C(F)(F)F)nn(C)c2Cl)cc1C
    -2% | -10%[46.1 µM] | -3% | 3% | -6% | -3% | -1% | 0.0%
CCCc1nc(SCc2cc(=O)c3ccc(C)c(C)c3[nH]2)n[nH]1
    -4% | / | -1% | / | / | -1% | -6% | 0.0%
Cc1ccc(N(CC(=O)N/N=C/c2ccco2)S(=O)(=O)c2ccccc2)cc1
    -12% | ? | -3% | 2% | -2% | -12% | -2% | 3.0%
CCOC(=O)CSc1nnc(Cc2ccccc2)n1-c1ccc(C)cc1
    -19% | -17%[46.1 µM] | 2% | 4% | -8% | -3% | -6% | -1.2%
COCCCNC(=O)c1ccc2nc3ccccc3c(=O)n2c1
    -14% | 5%[46.1 µM] | -3% | 12% | ? | 1% | 4% | 0.0%
